From PubChem
RGS7-Gao – regulators of human RGS7-Galphao interaction; Multiplexed bead flow cytometry, RGS7-Galphao binding; actives lie on both sides; P09471; 220,000 compounds, 0.35% hits; AID 1439; binding response (% of control), % at 10 µM; in the data active means binding response below about 49% or above about 150%; inconclusive means no clear call, values can overlap the other calls; inactive means in between;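 further: fluorescent Galphao held in activated GDP-AlF4 state binding bead-coupled RGS7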
Target sequence (P09471 whole entry, looked up): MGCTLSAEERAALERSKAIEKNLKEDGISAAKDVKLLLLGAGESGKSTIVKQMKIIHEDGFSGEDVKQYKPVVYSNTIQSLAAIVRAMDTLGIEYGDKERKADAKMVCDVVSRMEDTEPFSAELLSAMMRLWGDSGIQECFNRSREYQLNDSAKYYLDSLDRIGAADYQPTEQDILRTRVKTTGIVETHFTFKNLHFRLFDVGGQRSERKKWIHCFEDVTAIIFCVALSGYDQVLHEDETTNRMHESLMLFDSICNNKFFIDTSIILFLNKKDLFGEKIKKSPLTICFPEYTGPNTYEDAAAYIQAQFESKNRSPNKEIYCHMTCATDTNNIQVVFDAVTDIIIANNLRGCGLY
ABCB1 inh – blocks JC-1 efflux by human ABCB1 transporter | CCRF-Adr cells, flow cytometry | inhibition, % at 6.6 µM | 190,000 compounds, 0.067% hits | AID 1326; in the data active means inhibition above about 40%;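 further: 0% = vehicle and 100% = reference inhibitor; higher value means more JC-1 retained so stronger ABCB1 efflux block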
ABCG2 block – human ABCG2 inhibition, ABCB1 as counter-screen | Q9UNQ0 | IgMXP3 cells, JC-1 efflux, flow cytometry | inhibition, % at 6.6 µM | 190,000 compounds, 0.1% hits | AID 1325;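 active means inhibition above 80%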;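 further: 0% = DMSO and 100% = nicardipine control wells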
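Test system: IgMXP3 cells (ABCG2) mixed with DDAO far-red-labelled CCRF-Adr cells (ABCB1). Reagent: JC-1 transporter substrate. Compound dosing: single test compound dose, 6.6 µM final. Times: 10 min compound exposure, 25 °C. Detection: flow cytometry of retained JC-1 fluorescence. Read-out basis: efflux inhibition in percent versus controls. Controls: nicardipine and DMSO wells.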
Avidin fluor – compound fluoresces at 488/530 nm on avidin beads; compound fluorescence 488/530 nm, flow cytometry; active compounds read high; fluorescence (KMESF) at 10 µM; 220,000 compounds, 0.38% hits; AID 1775; in the data active means fluorescence above about 47; further: inactives centre near 10
Mcl1-Noxa inh – disrupts binding of human Mcl-1 to Noxa peptide | TR-FRET Mcl-1/Noxa peptide binding, 2 h | inhibition, % at 21.7 µM | 220,000 compounds, 1.5% hits;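 active means compounds that cut the protein-peptide binding signal by more than 50% relative to plate controls in a single-dose test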;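 further: His-tagged Mcl-1 with rhodamine Noxa BH3 peptide and terbium anti-His antibody; 0% = Mcl-1 plus Noxa peptide wells and 100% = peptide-only wells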
Target sequence (Q07820 whole entry, looked up): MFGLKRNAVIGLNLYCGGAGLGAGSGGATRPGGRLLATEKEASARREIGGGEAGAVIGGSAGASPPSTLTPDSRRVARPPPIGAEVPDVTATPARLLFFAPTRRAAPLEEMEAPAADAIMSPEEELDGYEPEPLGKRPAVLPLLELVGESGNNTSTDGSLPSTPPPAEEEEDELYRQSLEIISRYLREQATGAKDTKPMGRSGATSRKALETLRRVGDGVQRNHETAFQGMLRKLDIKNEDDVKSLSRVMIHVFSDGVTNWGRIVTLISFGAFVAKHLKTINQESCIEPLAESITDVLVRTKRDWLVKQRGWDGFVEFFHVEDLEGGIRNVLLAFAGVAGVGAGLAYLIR
Mcl-1 Bim block – inhibitors of Bim-Mcl-1 interaction, human. Bead-based flow cytometry, Bim peptide-Mcl-1 binding. inhibition, % at 10 µM. 190,000 compounds, 0.1% hits. AID 1009; in the data active means inhibition above about 40%;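 further: 0% = no compound tracer wells and 100% = peptide blocker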
Pf gametocyte – kills late stage P. falciparum gametocytes | P. falciparum stage V gametocytes, ATP luminescence, 24 h | inhibition, % at 10.9 µM | 150,000 compounds, 0.065% hits | AID 743093;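 active means inhibition above the mean plus 3 SD of compounds within the control limits, set per campaign, cut at about 38% in these data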;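 further: 0% = DMSO wells and 100% = medium only without gametocytes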
RGS8-Gao reg – regulators of human RGS8-Galphao interaction. 220,000 compounds, 0.34% hits. multiplexed bead flow cytometry, RGS8-Galphao binding; actives lie on both sides. response (percent of control binding), % at 10 µM. AID 1423. P09471; in the data active means response below about 60% or above about 140%; inactive means in between;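 further: Galphao activated as the GDP aluminium fluoride complex binding bead-coupled RGS8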
GSH bead fluor – compound fluoresces at 488/530 nm on GSH beads; GSH beads flow cytometry, compound fluorescence 488/530 nm; active compounds read high; fluorescence (KMESF) at 10 µM; 190,000 compounds, 0.25% hits; in the data active means fluorescence above about 89;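 further: glutathione beads carrying GST-tagged Bcl family fusion proteins plus one bare bead set; values are compound well signal with DMSO vehicle wells as background; inactives centre near 16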
Mcl1-Bid inh – disrupts binding of human Mcl-1 to Bid peptide | Q07820 | TR-FRET Mcl-1/Bid-Dy647 peptide binding, 1536-well | inhibition, % at 21.7 µM | 220,000 compounds, 0.97% hits | AID 1021;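 active means compounds that cut the binding signal by more than half at the single screening dose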;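 further: His-tagged Mcl-1 with europium anti-His antibody binding Bid BH3 peptide; 0% = Mcl-1 plus peptide wells and 100% = peptide-only wells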
RGS4-Gao reg – human RGS4-Galphao interaction regulation; Multiplexed bead flow cytometry, RGS4-Galphao binding; actives lie on both sides; 220,000 compounds, 0.33% hits; P09471; binding response (% of control), % at 10 µM; in the data active means binding response below about 49% or above about 150%; inactive means in between;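 further: fluorescent Galphao activated with aluminum fluoride binding bead-coupled RGS4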
Numbers without * were called inactive; ? = inconclusive; nt = no result given.

canonical_smiles | RGS7-Gao | ABCB1 inh | ABCG2 block | Avidin fluor | Mcl1-Noxa inh | Mcl-1 Bim block | Pf gametocyte | RGS8-Gao reg | GSH bead fluor | Mcl1-Bid inh | RGS4-Gao reg
CN(CC(=O)N1CCc2ccccc21)S(=O)(=O)c1cccs1 | 103.3 | 0.3 | 3.0 | 13 | 24.5 | 0.0 | -7.4 | 97.0 | 9 | -27.2 | 100.4
COc1cc(-c2nnc(COc3ccc(Cl)cc3C)o2)cc(OC)c1OC | 95.2 | 2.2 | 3.6 | 6 | -9.2 | 4.0 | nt | 101.1 | 42 | 10.6 | 104.4
O=C(O)Cc1ccc(NC(=O)c2cnccn2)cc1 | 104.2 | -0.4 | -1.7 | 10 | 9.8 | 0.0 | 14.4 | 103.3 | 17 | -28.0 | 98.6
Cc1cc(SCC(=O)Nc2cccc(S(=O)(=O)N3CCOCC3)c2)nc2ccccc12 | 102.9 | 1.0 | 3.7 | 10 | -95.6 | -1.0 | 8.0 | 103.9 | 23 | -74.1 | 99.3
Cc1c(CNC2CCC(C)CC2)c(C(=O)O)c(C)n1Cc1ccccc1 (stereo unspecified) | 95.0 | 1.4 | 10.6 | 7 | 17.6 | -13.0 | 11.0 | 97.8 | 18 | -94.9 | 98.0
C=CCNc1ccc(F)c(F)c1N1CCCCCC1=O | 98.7 | 0.5 | 3.0 | 6 | -3.5 | 0.0 | nt | 99.6 | 4 | -21.7 | 98.2
COc1ccc(OC)c(C(=O)CN2CCN(S(=O)(=O)c3ccc(Br)cc3)CC2)c1 | 100.4 | 1.0 | 6.6 | 11 | 15.6 | -2.0 | nt | 101.5 | 29 | -12.3 | 102.5
CCS(=O)(=O)NCCc1csc(-c2ccccc2)n1 | 98.6 | 0.0 | 0.6 | 19 | -2.2 | 2.0 | nt | 101.7 | 14 | -11.9 | 101.5
Cc1ccc(N2OC3C(=O)NC(=O)C3C2c2ccco2)cc1 (stereo unspecified) | 99.4 | 0.7 | 4.2 | 24 | 4.7 | 0.0 | nt | 99.2 | 14 | -17.1 | 99.5
Cc1ccc(OCc2nnc(SCc3nc4ccccc4[nH]3)n2Cc2ccco2)cc1 | 88.9 | 1.2 | 4.8 | 8 | 11.1 | 3.0 | -9.4 | 96.1 | 4 | -35.9 | 94.3
Cc1cc(SCC(=O)c2cc3ccccc3o2)nc2ccccc12 | 101.6 | -0.2 | 0.2 | 9 | -35.9 | -2.0 | -15.1 | 99.2 | 16 | -71.2 | 96.3
O=c1c(Cl)c(NCC2CCCO2)cnn1C12CC3CC(CC(C3)C1)C2 (stereo unspecified) | 97.9 | 1.7 | 6.1 | 11 | 12.3 | 2.0 | -34.2 | 99.5 | 19 | -8.9 | 100.0
Cc1cc(=S)cc(C)n1CCCn1ccnc1 | 103.3 | 1.1 | 3.4 | 10 | 17.3 | -13.0 | nt | 99.2 | 11 | -48.2 | 100.9
S=C(Nc1ccc2nsnc2c1)N1CCCCC1 | 85.9 | -1.2 | -3.8 | 6 | 22.2 | 1.0 | 5.5 | 78.3 | 7 | -52.6 | 85.7
O=C1N=c2ccccc2=C1c1sc(=S)n(-c2ccc(O)cc2)c1O | nt | nt | nt | 7 | 70.0* | nt | -1.8 | 98.9 | nt | 21.0 | 98.0
O=C(CCSc1nnc(-c2ccc(O)cc2)o1)N1CCOCC1 | ? | 0.2 | 1.0 | 9 | 0.0 | -2.0 | nt | 101.9 | 14 | -52.3 | 101.2
CC1=Nn2c(nnc2-c2ccccc2)SC1 | 102.5 | 0.2 | -0.3 | 16 | 8.1 | -4.0 | 13.7 | 100.2 | 23 | -4.7 | 101.1
Cc1cc(C)nc(N2CCCC(C(=O)NCC(c3ccccc3)c3ccccc3)C2)n1 (stereo unspecified) | 104.9 | 0.4 | -0.6 | 5 | 7.9 | 1.0 | nt | 95.8 | 15 | -7.6 | 100.2
CCCCCC(=O)NNC(=O)c1c(O)c2ccccc2n(CC)c1=O | 100.5 | 0.6 | 9.7 | 13 | -26.4 | 0.0 | nt | 101.8 | 14 | -6.6 | 97.8
CCN(C(=O)c1cc(Cl)ccc1OC)c1ccccc1 | 96.5 | 1.7 | 7.9 | 5 | 3.2 | 0.0 | 20.9 | 97.8 | 31 | 10.3 | 100.3

canonical_smiles | RGS7-Gao | ABCB1 inh | ABCG2 block | Avidin fluor | Mcl1-Noxa inh | Mcl-1 Bim block | Pf gametocyte | RGS8-Gao reg | GSH bead fluor | Mcl1-Bid inh | RGS4-Gao reg
COc1ccc(Cc2nnc(NC(=O)c3cccc([N+](=O)[O-])c3)s2)cc1 | 104.2 | 0.5 | 3.2 | 16 | 3.5 | -3.0 | -7.0 | 99.4 | 21 | -7.9 | 102.9
COc1ccccc1-n1c(CCn2nc(C)c(Br)c2C)n[nH]c1=S | 105.4 | -0.4 | -4.7 | 1 | 24.5 | -9.0 | nt | 92.4 | 5 | -41.5 | 94.4
O=C(COC(=O)c1cccc(S(=O)(=O)N2CCCCC2)c1)NC1CCCc2ccccc21 (stereo unspecified) | 96.5 | 2.1 | 2.5 | 13 | 8.2 | -8.0 | -3.6 | 101.3 | 20 | 0.7 | 100.6
CCn1c(SCC(=O)Nc2nccs2)nnc1-c1cc2cccc(OC)c2o1 | 98.3 | 0.9 | 4.7 | 10 | -3.4 | 0.0 | nt | 102.3 | 21 | 6.0 | 101.6
Cn1c(N)c(C(=O)COC(=O)C2CCCCC2)c(=O)n(C)c1=O | 105.8 | -0.1 | 11.0 | 10 | -7.2 | -2.0 | nt | 104.0 | 42 | -48.6 | 97.7
Cc1ccc(-c2n[nH]c(=S)n2/N=C/c2c(C)nn(-c3ccccc3)c2C)cc1 | 104.3 | -1.8 | -20.4 | 12 | 10.1 | 2.0 | nt | 100.1 | 25 | 25.4 | 102.4
CC(=O)Nc1cccc(OCC(=O)NS(=O)(=O)c2ccc(C)cc2)c1 | 98.2 | 0.0 | 0.1 | 16 | 7.0 | 2.0 | nt | 100.5 | 19 | -3.3 | 97.0
CC1CC(c2ccccc2)n2nc(N3C(=O)c4ccccc4C3=O)nc2N1 (stereo unspecified) | 97.4 | 0.2 | 4.2 | 7 | 21.7 | -2.0 | nt | 99.7 | 25 | -39.3 | 96.0
O=C(COC(=O)c1ccc2c(c1)OCO2)NC1CCS(=O)(=O)C1 (stereo unspecified) | 99.0 | 0.3 | 0.9 | 22 | -22.2 | -2.0 | nt | 102.0 | 14 | -5.7 | 102.2
O=C(Nc1ccc2nc3n(c(=O)c2c1)CCCC3)c1cc([N+](=O)[O-])ccc1F | 95.3 | 0.2 | 4.0 | 13 | 13.2 | -1.0 | nt | 97.5 | 3 | -3.7 | 94.2
CC(C)NS(=O)(=O)c1cc(C(=O)O)ccc1Cl | 102.6 | 0.1 | 0.6 | 6 | 13.4 | 1.0 | 0.8 | 103.3 | 24 | 11.5 | 102.0
CCCN1CCN(C(=S)Nc2ccccc2C(F)(F)F)CC1 | 100.7 | -0.8 | -8.0 | 24 | -0.4 | -7.0 | -13.2 | 101.8 | 11 | -26.7 | 102.6
Cc1ccc(NC(=O)Cc2c(O)c3ccccc3[nH]c2=O)c(C)c1 | ? | nt | nt | 11 | 18.5 | nt | -8.6 | 97.0 | nt | -3.4 | 103.4
COc1ccccc1N1CCN(C(=O)C2CCN(S(=O)(=O)c3ccc(Cl)cc3)CC2)CC1 | 99.5 | 1.8 | 3.2 | 23 | 4.0 | -6.0 | nt | 101.7 | 8 | -42.0 | 98.4
CC(=O)Nc1ccc(NC(=O)COC(=O)c2ccco2)cc1 | 102.8 | 1.0 | 6.0 | 24 | -2.0 | 0.0 | nt | 107.6 | 6 | -21.6 | 104.2
Cc1cc(NC(=O)c2cccc(N3C(=O)CCC3=O)c2)no1 | 97.7 | 0.0 | 0.4 | 32 | -19.6 | -4.0 | nt | 97.3 | 24 | -19.2 | 99.2
Cc1ccc(N=C2NC(=O)c3cc([N+](=O)[O-])ccc32)cc1 | 97.1 | 0.5 | 12.7 | 12 | 7.9 | -6.0 | -28.1 | 97.3 | 12 | 1.9 | 94.9
Cc1oc(-c2cccc(C(F)(F)F)c2)nc1CN1CCN(c2ccccn2)CC1 | 96.0 | 0.5 | 0.5 | 9 | 1.3 | 0.0 | 19.7 | 98.8 | 11 | -27.7 | 100.0
COC(=O)CNC(=O)C(Cc1ccccc1)NS(=O)(=O)c1ccc2c(c1)c(=O)n(C)c(=O)n2C (stereo unspecified) | 100.9 | 0.1 | -0.6 | 11 | 16.2 | 0.0 | -6.3 | 98.6 | 13 | -3.3 | 100.1
O=C(COc1cc(O)c2c(=O)cc(-c3ccccc3)oc2c1)c1ccccc1 | 96.3 | 0.7 | 1.8 | 9 | -31.0 | -1.0 | nt | 99.8 | 9 | 44.6 | 96.2

canonical_smiles | RGS7-Gao | ABCB1 inh | ABCG2 block | Avidin fluor | Mcl1-Noxa inh | Mcl-1 Bim block | Pf gametocyte | RGS8-Gao reg | GSH bead fluor | Mcl1-Bid inh | RGS4-Gao reg
Cc1cc(C)c(NC(=O)C[N+](C)(C)CC(O)COc2cccc3ccccc23)c(C)c1 (stereo unspecified) | 102.2 | 0.3 | 1.6 | 12 | 17.5 | 2.0 | 9.4 | 101.7 | 12 | -5.0 | 102.5
Cc1ccc(C)c(N2CCN(C(=O)C3CCCN(S(=O)(=O)c4c(C)noc4C)C3)CC2)c1 (stereo unspecified) | 98.8 | 4.5 | 1.2 | 6 | 9.1 | 0.0 | nt | 103.1 | 26 | -21.2 | 101.8
COc1ccc(NC(=O)C2=C(C)NC(=O)NC2c2ccccc2[N+](=O)[O-])cc1 (stereo unspecified) | ? | nt | nt | 6 | 7.9 | nt | 2.4 | 95.1 | nt | -3.2 | 91.1
CCSC1=C(C#N)C2(CCCCC2)C2=C(CC(C)(C)CC2=O)N1 | 99.3 | 5.1 | 8.2 | 12 | -4.1 | 1.0 | nt | 106.2 | 14 | 3.5 | 98.5
NS(=O)(=O)c1ccc(S(=O)(=O)N2CCCC2)cc1 | 104.4 | 0.1 | 6.9 | 7 | -7.5 | -6.0 | nt | 97.0 | 25 | -29.4 | 101.6
N#CCCN(C(=O)COc1ccc(Br)cc1F)c1ccc(F)cc1 | 106.7 | 1.4 | 3.2 | 28 | -3.2 | 0.0 | -0.9 | 107.9 | 7 | -6.8 | 104.4
Cc1ccc(N2C(S)=C(C#N)C(=O)NC2c2ccco2)cc1 (stereo unspecified) | 103.8 | -0.8 | -1.3 | 5 | 22.3 | 3.0 | nt | 100.9 | 11 | -51.4 | 99.6
CCO[C@H]1OC(C(=O)NCc2nc3ccccc3[nH]2)=C[C@@H](c2ccc(C(F)(F)F)cc2)[C@@H]1CCCO | 98.0 | 1.3 | 8.7 | 6 | -12.0 | -3.0 | 0.8 | 100.3 | 20 | -3.7 | 98.5
CCS(=O)(=O)NCCCCc1ccccc1 | 104.6 | 1.1 | -10.3 | 9 | 4.0 | -2.0 | -4.2 | 108.1 | 14 | -18.1 | 101.4
